Compound activity as filed in PubChem BioAssay.
FLuc inh counter: Photinus pyralis luciferase inhibition counter-screen | ATPLite firefly luciferase biochemical luminescence, 10 min | inhibition, % at 10 µM | P08659 | AID 1006 | 200,000 tested, 1.5% active;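 active means inhibition above about 50% when tested at 10 µM, limit read from the data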
APP transl inh: APP translation inhibition | SH-SY5Y APP 5'UTR-luciferase reporter, luminescence | inhibition, % at 2 µM | 190,000 tested, 0.82% active | AID 1285;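 active means inhibition above a set limit, derived from the sample mean plus 3 SD, cut at about 45% in these data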; further: values of inactives mirror those of a sister screen read the other way
TLR4 MyD88 comp: TLR4-MyD88 interaction inhibition in cells; AID 861; 200,000 tested, 0.18% active; O00206+Q99836; inhibition, % at 8.4 µM; HeLa CL3-4 TLR4/MyD88 BLA complementation, FRET ratio; in the data active means inhibition above about 25%;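 further: 0% = vehicle and 100% = reference inhibitor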
Target sequence (O00206 whole entry, looked up): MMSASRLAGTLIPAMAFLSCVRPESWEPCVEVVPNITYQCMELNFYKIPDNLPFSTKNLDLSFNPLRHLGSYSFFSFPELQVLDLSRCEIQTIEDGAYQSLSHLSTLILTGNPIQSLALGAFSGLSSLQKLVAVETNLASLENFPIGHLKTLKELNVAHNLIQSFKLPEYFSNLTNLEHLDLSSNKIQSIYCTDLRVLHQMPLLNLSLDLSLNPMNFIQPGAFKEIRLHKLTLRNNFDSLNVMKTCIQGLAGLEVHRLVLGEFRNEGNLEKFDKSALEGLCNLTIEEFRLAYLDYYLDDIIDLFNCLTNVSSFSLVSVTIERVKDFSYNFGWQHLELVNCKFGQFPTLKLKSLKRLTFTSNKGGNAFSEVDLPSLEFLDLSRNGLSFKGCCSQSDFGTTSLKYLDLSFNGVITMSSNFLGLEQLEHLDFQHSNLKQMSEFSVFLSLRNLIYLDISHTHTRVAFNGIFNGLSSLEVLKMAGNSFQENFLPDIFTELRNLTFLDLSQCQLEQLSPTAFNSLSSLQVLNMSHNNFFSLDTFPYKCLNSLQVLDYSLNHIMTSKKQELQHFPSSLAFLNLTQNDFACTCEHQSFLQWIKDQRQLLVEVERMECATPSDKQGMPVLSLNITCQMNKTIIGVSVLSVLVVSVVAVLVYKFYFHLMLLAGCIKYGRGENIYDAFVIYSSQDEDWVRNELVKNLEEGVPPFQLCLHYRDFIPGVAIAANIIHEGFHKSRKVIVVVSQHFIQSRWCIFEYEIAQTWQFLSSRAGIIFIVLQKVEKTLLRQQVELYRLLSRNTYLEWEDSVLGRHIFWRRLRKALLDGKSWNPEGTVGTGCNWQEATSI
Target sequence (Q99836 whole entry, looked up): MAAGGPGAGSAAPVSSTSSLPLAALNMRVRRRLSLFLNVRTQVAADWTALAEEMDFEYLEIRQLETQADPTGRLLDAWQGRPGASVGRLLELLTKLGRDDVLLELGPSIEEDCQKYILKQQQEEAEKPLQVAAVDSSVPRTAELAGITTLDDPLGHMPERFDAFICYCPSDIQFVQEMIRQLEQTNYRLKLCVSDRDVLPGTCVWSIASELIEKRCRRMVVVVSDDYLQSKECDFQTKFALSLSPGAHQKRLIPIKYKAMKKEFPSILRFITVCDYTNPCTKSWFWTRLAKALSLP
G6PDH CS: counter-screen for G6PDH assay hits: L. mesenteroides G6PDH inhibition; inhibition, % at 5 µM; Purified L. mesenteroides G6PDH, diaphorase/resazurin coupled fluorescence, 45 min; 200,000 tested, 0.12% active; in the data active means inhibition above about 50%
Diaphorase inh: inhibits diaphorase or chemically oxidizes, flagging diaphorase assay artifacts; diaphorase resazurin-to-resorufin fluorescence, NADH, 16 min; bacterial (C. kluyveri) enzyme, not human; inhibition, % at 20 µM; 190,000 tested, 0.69% active;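 active means primary screen inhibition at 20 µM above a set limit, cut at about 50% in these data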;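 further: plate controls were DMSO with full reaction for no effect and wells lacking NADH for full effect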
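Assay system – diaphorase enzyme from Clostridium kluyveri · Amount – diaphorase 0.14 U/mL (working solution) · Times – reaction incubation of 16 min at room temperature · Controls – No-NADH positive control and DMSO neutral control · Signal – resorufin fluorescence 544/590 nm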
Diaph act CS: diaphorase activation or chemical reduction counter-screen | 190,000 tested, 0.005% active | activation factor at 20 µM | Diaphorase/resazurin coupled assay, resorufin fluorescence, 16 min; hits give high values; 1 = vehicle wells, 0 = NADH-free wells;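 active means diaphorase activity raised at least twofold by the compound at 20 µM; inactive means activation factor below 2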
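Material: purified diaphorase enzyme from Clostridium kluyveri; Also added: 0.114 mM NADH and 0.1 mM resazurin, final amounts; Doses: single compound dose of 20 µM, 1% DMSO final; Times: 16 min enzyme reaction, ambient temperature; Detection: resorufin fluorescence, excitation 544 nm, emission 590 nm; Measure: increased resorufin signal from activators or reducing compounds.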
FLuc stim CS: affects firefly luciferase, flagging false hits in luciferase stimulation screens; P08659; ATPlite luciferase biochemical, luminescence, 10 min; 0 = ATP-free wells, 1 = DMSO control; activation factor at 10 µM; 200,000 tested, under 10 active;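 active means luciferase activation factor, scaled between plate controls, of at least 2 with compound at 10 µM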
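test system = cell-free luciferase reagent | medium = PBS as buffer for the ATP substrate | dosing = test compounds dosed from 2 mM stocks in 100% DMSO | incubation = 10 min at ambient temperature | detection = luminescence measurement of luciferase light output | benchmarks = low control with PBS replacing ATP, high control enzyme plus ATP without compound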
NF-kB neuron act: raises NF-kB expression in human neuronal cells; NF-kB reporter expression; hits give high values; fold change at 12.5 µM; 190,000 tested, 1.6% active; AID 1239; in the data active means fold change above about 3.3
STAT1 activator: activators of IFN-gamma induced STAT1 signaling; 200,000 tested, 2.6% active; AID 932; NIH 3T3 STAT1-luciferase reporter, luminescence; 100% = IFN-gamma alone, no compound; activation (% of control), % at 5.5 µM;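 active means activation above the screen-wide mean activation plus 3 SD, cut at about 130% in these data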;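 further: raw ratio to IFN-gamma control signal so 100% means no change and 0% no light; values of inactives mirror those of a sister screen read the other way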
APP 5'UTR act: APP 5'UTR luciferase reporter activation; SH-SY5Y APP 5'UTR luciferase reporter, luminescence; zero percent = DMSO vehicle wells; activation, % at 2 µM; 190,000 tested, 1% active; AID 1276;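 active means activation above a set limit, based on mean plus 3 SD of controls, cut at about 140% in these data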; further: values of inactives mirror those of a sister screen read the other way
The depositor's hits bear a star; · = not tested or not shown.

SMILES	FLuc inh counter	APP transl inh	TLR4 MyD88 comp	G6PDH CS	Diaphorase inh	Diaph act CS	FLuc stim CS	NF-kB neuron act	STAT1 activator	APP 5'UTR act
Cc1[nH]c(=O)[nH]c(=O)c1S(=O)(=O)NCCOC12CC3CC(CC(C3)C1)C2	-5	10	-8	-4	5	1	1	0.96	104	-10
O=C(Nc1ccc(F)c(F)c1)c1oc2ccccc2c1NC(=O)C1CCCO1 (centres undefined)	-3	-58	-3	-7	9	0.9	1	0.98	106	58
CN(C)CCCNc1oc(-c2ccc(Cl)cc2)nc1C#N	-1	3	0	4	-17	1.2	1	1.6	102	-3
O=S1(=O)C=CC(Sc2nc3ccccc3[nH]2)C1 (centres undefined)	-3	13	-17	15	17	0.8	1	1.2	90	-13
Cc1cnn(-c2ccc3nnc(-c4ccc(Br)cc4)n3n2)c1	-8	-7	8	-1	12	0.9	1.1	0.97	109	7
CCC(=O)c1ccc(OCCn2cnc3ccccc32)cc1	0	-15	-1	8	20	0.8	1	1.1	98	15
COc1ccc(CCNC(=O)C(=O)NCc2ccc(C)cc2)cc1OC	-5	20	-19	-14	12	0.9	1	0.88	95	-20
COc1ccc(CNc2nc(NCc3ccc(OC)cc3)n(C(=O)c3ccncc3)n2)cc1	4	-12	-2	0	8	0.9	1	0.9	100	12
COC(=O)CCNc1n[nH]c(=O)[nH]c1=O	-8	-1	4	6	4	1	1.1	1.1	96	1
Cc1cc(F)c(F)c(C(=O)N2CCN(C)CC2)c1Cl	-2	11	-6	8	-7	1.1	1	1.1	103	-11
CCCCN(CC)Cc1ccc(CNC(=O)Nc2ccc(OCC)cc2)o1	-3	-2	0	4	-4	1	1	1	97	2
Cc1ccc(N2CC(C(=O)Nc3cc(C)on3)CC2=O)cc1 (centres undefined)	-6	1	9	3	19	0.8	1.1	0.94	95	-1
COc1ccc(C2C=C(C34CC5CC(CC(C5)C3)C4)NC(=S)N2)cc1 (centres undefined)	-2	-14	-11	4	25	0.8	1	1.1	104	14
O=C(O)CCC(=O)Nc1ccc(NC(=O)c2ccc(Cl)cc2Cl)c(Cl)c1	-1	4	-13	10	·	·	1	0.92	94	-4
COC(=O)c1cn(NC(=O)CCC2CCCC2)c(=O)c2ccccc12	1	6	-1	-2	-6	1.1	1	1.2	107	-7
Clc1ccc(-c2ncc3ccccn23)cc1	18	-65	16	15	·	·	0.8	1.1	127	65
Cc1c(C)n(C)c2ccc([N+](=O)[O-])cc12	-1	7	7	6	2	1	1	1.3	94	-7
CCN(CC)CC(C)OC(=O)c1cc(OC)c(OC)c(OC)c1 (centres undefined)	-8	-12	5	11	20	0.8	1.1	0.99	104	12
Cc1ccc(NC(=O)CN(c2ccccc2)S(=O)(=O)N(C)C)cc1C	-6	-32	2	1	1	1	1.1	0.85	98	32
C=CCn1c(SCC(=O)Nc2cc(NC(C)=O)ccc2OC)nnc1-c1ccccn1	-10	-2	-1	-5	11	0.9	1.1	1.1	94	2
CSc1ccccc1NC(=O)CSCc1ccc(Br)cc1	-4	-3	-8	3	9	0.9	1	1.3	93	3
Cc1ccc(C(=O)C2CCN(CC(=O)Nc3nc(C)cs3)CC2)cc1	-2	-15	-14	8	13	0.9	1	1.6	97	15
Cc1cc(C)n(/N=C/c2cccc(O)c2)c(=O)c1C(N)=O	-6	0	5	-4	3	1	1.1	1.2	106	0
Cc1ccc(NC(=O)c2ccc(Cl)nc2)cc1	9	3	-15	-9	7	0.9	0.9	2.2	131*	-3
O=c1cc(N2CCC(Cc3ccccc3)CC2)[nH]c(=O)n1C1CCCCC1	-2	13	7	7	28	0.7	1	1.1	97	-13
O=C(O)CC/C(=N/NC(=O)c1cccs1)c1ccccc1	-6	-92	3	-7	10	0.9	1.1	2.3	157*	92
COC(=O)CNC(=O)/C=C/c1ccc(OC)cc1	16	5	-2	6	7	0.9	0.8	1.2	104	-5
CCc1n[nH]c(=S)n1/N=C/c1c[nH]c2ccc(Br)cc12	-9	-6	8	-3	20	0.8	1.1	0.73	105	6
O=C(Nc1cc(S(=O)(=O)N2CCOCC2)ccc1Cl)c1cc(=O)c2ccccc2o1	2	20	-15	7	11	0.9	1	0.59	105	-20
COc1ccc(OC)c(Nc2nc(-c3sc(N)nc3C)cs2)c1	-3	-4	7	-62	43	0.6	1	0.77	101	4
CC1=Nc2cccc3cccc(c23)N1C	-1	1	0	29	14	0.9	1	1.1	97	-1
COc1ccc(C(=O)CC(=O)C(=O)NCCc2cccc(C)c2)cc1	-3	-6	-15	7	-1	1	1	1.1	103	6
O=C(Nc1cccc([N+](=O)[O-])c1)c1ccc2c(c1)OCCO2	43	-91	3	6	13	0.9	0.6	2.4	139*	91
COc1ccc(CCNC(=O)c2c(O)c3cccc4c3n(c2=O)CC4)cc1	-3	-3	-8	-58	13	0.9	1	1.1	101	3
Cc1nc(C)c(C(=O)N(c2ccc(C)c(C)c2)C(C(=O)NCc2ccco2)c2ccccc2)s1 (centres undefined)	-5	5	1	1	0	1	1.1	0.98	94	-5
CCOc1ccccc1Nc1nc(-c2sc(NC(=O)c3ccc([N+](=O)[O-])cc3)nc2C)cs1	6	-14	1	6	3	1	0.9	1.2	112	14
O=C(O)C1CCN(C(=O)c2scc3c2OCCO3)CC1	2	-4	10	5	-5	1	1	0.91	96	4
Cc1ccc(NS(=O)(=O)c2cc(C(=O)OCC(=O)NCC3CCCO3)ccc2C)cc1 (centres undefined)	-4	2	-19	3	23	0.8	1	1.3	98	-2
COn1cnnc1-c1ccccc1	1	-17	11	8	12	0.9	1	1.2	102	17
O=C(Nc1ccccc1N1CCCCC1)c1cccc([N+](=O)[O-])c1	-3	-1	-8	1	30	0.7	1	0.98	99	1

Part of the list above, bar-delimited:
Compound | FLuc inh counter | APP transl inh | TLR4 MyD88 comp | G6PDH CS | Diaphorase inh | Diaph act CS | FLuc stim CS | NF-kB neuron act | STAT1 activator | APP 5'UTR act
CC1=Nc2cccc3cccc(c23)N1C | -1 | 1 | 0 | 29 | 14 | 0.9 | 1 | 1.1 | 97 | -1
COc1ccc(C(=O)CC(=O)C(=O)NCCc2cccc(C)c2)cc1 | -3 | -6 | -15 | 7 | -1 | 1 | 1 | 1.1 | 103 | 6
O=C(Nc1cccc([N+](=O)[O-])c1)c1ccc2c(c1)OCCO2 | 43 | -91 | 3 | 6 | 13 | 0.9 | 0.6 | 2.4 | 139* | 91
COc1ccc(CCNC(=O)c2c(O)c3cccc4c3n(c2=O)CC4)cc1 | -3 | -3 | -8 | -58 | 13 | 0.9 | 1 | 1.1 | 101 | 3
Cc1nc(C)c(C(=O)N(c2ccc(C)c(C)c2)C(C(=O)NCc2ccco2)c2ccccc2)s1 (centres undefined) | -5 | 5 | 1 | 1 | 0 | 1 | 1.1 | 0.98 | 94 | -5
CCOc1ccccc1Nc1nc(-c2sc(NC(=O)c3ccc([N+](=O)[O-])cc3)nc2C)cs1 | 6 | -14 | 1 | 6 | 3 | 1 | 0.9 | 1.2 | 112 | 14

(further entries)
SMILES	FLuc inh counter	APP transl inh	TLR4 MyD88 comp	G6PDH CS	Diaphorase inh	Diaph act CS	FLuc stim CS	NF-kB neuron act	STAT1 activator	APP 5'UTR act
C/C(=N\NC(=O)c1cccnc1)c1ccc(C)c([N+](=O)[O-])c1	-2	-5	-2	-3	9	0.9	1	1.1	99	5
CCCC[C@H](CN(N=O)[C@@H](Cc1ccccc1)CN(C)N=O)N(CCc1ccccc1)N=O	-4	5	2	10	21	0.8	1	0.67	100	-5
O=C(CNC(=O)C(c1ccccc1)c1ccccc1)OCC(=O)c1cccs1	-4	·	-7	4	5	1	1	1.2	106	·
CCOc1ccccc1NC(=O)CCN1CCN(S(=O)(=O)c2ccc(OC)cc2)CC1	-6	-1	-8	-26	10	0.9	1.1	1.1	105	1
COc1ccc(/C(N)=C/C(=O)C(C)(C)C)cc1	2	-20	11	2	10	0.9	1	1.8	114	20
CCCCNc1nc(NC)nc(Cl)c1SC	-4	8	7	0	8	0.9	1	1.1	96	-8
Cc1cc(Nc2cccc([N+](=O)[O-])c2)c2ccccc2n1	-1	2	-2	5	0	1	1	0.77	90	-2
CCCCNC(=O)C(CC)Sc1nc2sc(C(=O)OC)c(C)c2c(=O)n1N (centres undefined)	-5	-13	-12	-1	10	0.9	1	1.3	99	13
O=C(O)C1=C[C@H](c2ccc(C(F)(F)F)cc2)C[C@H](OCc2ccc(CO)cc2)O1	-6	4	-8	9	4	1	1.1	1	94	-4
CCOc1ccc(N2C(=O)CC(N(CCc3ccc(OC)cc3)C(=O)c3cccc(F)c3)C2=O)cc1 (centres undefined)	-5	-2	0	-28	22	0.8	1	0.98	89	2
Cc1ccc(N2CC(C(=O)Nc3cccc(F)c3)CC2=O)cc1 (centres undefined)	-6	-20	14	-2	16	0.8	1.1	1.1	98	20
C=CCn1c(SCC(=O)NC2CCCCC2)nc2ccccc2c1=O	0	-3	-1	7	-18	1.2	1	1.3	99	3
Cc1cc(C)c(C)c(S(=O)(=O)N2CCN(c3ccc(O)cc3)CC2)c1C	-2	10	-6	-4	27	0.7	1	2.7	96	-10
NC(=O)SC/C(=N\S(=O)(=O)c1ccccc1)Nc1ccccc1	-10	-17	7	1	13	0.9	1.1	1.2	105	17
CCOC(=O)CCc1c(C)c(C#N)c2nc3ccccc3n2c1-n1ccnc1	-10	5	-10	-6	-4	1	1.1	0.68	96	-5
CC1=C(C(=O)Nc2ccc(Cl)cc2)C(c2ccncc2)C(C#N)=C(SCC(N)=O)N1 (centres undefined)	-2	·	3	14	-13	1.1	1	1.3	105	·
CCOc1ccc(CNC(=O)C2CCN(S(=O)(=O)CC)CC2)cc1OC	-7	10	-5	5	13	0.9	1.1	1.1	99	-10
CCC(=O)NCCc1c[nH]c2ccccc12	-8	-10	-11	-12	1	1	1.1	1	101	10
COc1ccc(CCNC(=O)C(NS(=O)(=O)c2ccc3c(c2)CCN3C(C)=O)C(C)C)cc1OC (centres undefined)	-9	12	13	10	-3	1	1.1	·	98	-12
CNc1oc(C)nc1S(=O)(=O)c1ccc(C)cc1	-7	-2	-4	7	17	0.8	1.1	1	99	2
CC(C)NC(=O)c1cc(-c2ccco2)nn1-c1ccc(Cl)cc1	-4	0	-6	7	14	0.9	1	0.97	100	0
COc1ccc(CCn2nnnc2CN2CCN(C(=O)c3ccco3)CC2)cc1OC	-5	-12	13	1	12	0.9	1.1	1.2	96	12
O=C(Nc1ccc(F)cc1)c1nn(-c2ccccc2)c(=O)cc1Cl	-7	-6	6	12	-8	1.1	1.1	0.36	87	6
COc1ccccc1N1C(=O)C2C3C=CC(C3)C2C1=O (centres undefined)	6	-11	2	8	-9	1.1	0.9	1.1	104	11
CCOc1ccc(N2C(=O)CC(Sc3n[nH]c(-c4ccccc4)n3)C2=O)cc1 (centres undefined)	2	-2	10	15	18	0.8	1	1	89	2
COc1ccc(OC2C(=O)N(c3cc(C)ccc3C)C2c2ccc(OC)c(OC)c2)cc1 (centres undefined)	-6	-2	-29	-13	22	0.8	1.1	0.94	99	2
Cc1c(C=O)c(Cl)n(C)c(=O)c1C#N	-5	5	-4	17	44	0.6	1	1.1	104	-5
Cc1ccc(/C=c2\sc3nc(-c4cccnc4)nn3c2=O)cc1	14	-6	-2	9	9	0.9	0.9	1.3	104	6

Hits appear at their usual frequency. About 5.6% of those tested had a hit in this group.
